KB-3-1 cytotox – qHTS assay for MDR1-selective chemotherapeutics: Primary screen using the parental adenocarcinoma cell KB-3-1. KB-3-1 viability, CellTiter-Glo ATP luminescence, 72 h. Potency, µM (titrated, usually from 46.1 µM), inactives show top-dose activity change, negative = cytotoxic, hits mostly cytotoxic. 1.4% of 400,000 active; note: potency is the fitted concentration of half-maximal effect; % is set by controls: 0 for no effect and ±100 for the full control effect; nearly all actives have a fitted effect of over 60% in size
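Viability of parental KB-3-1 cells, measured by CellTiter-Glo luminescence, followed a 72 h incubation at 37 °C with pinned compounds in phenol-red-free DMEM containing 10% FBS.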
DRD3 antagonist – qHTS of D3 Dopamine Receptor Antagonist: qHTS. D3R cells, DiscoveRx beta-arrestin luminescence, antagonist mode; active compounds read low. max response, negative = inhibition, %. 2.5% of 360,000 active. AID 652054, 2013; in the data active = max response below about -50%; inconclusive = no clear call, values can overlap the other calls; note: % is set by controls: 0 for no effect and ±100 for the full control effect; mostly tested at two doses, the higher about 12 µM
Target sequence (P35462 whole entry, looked up): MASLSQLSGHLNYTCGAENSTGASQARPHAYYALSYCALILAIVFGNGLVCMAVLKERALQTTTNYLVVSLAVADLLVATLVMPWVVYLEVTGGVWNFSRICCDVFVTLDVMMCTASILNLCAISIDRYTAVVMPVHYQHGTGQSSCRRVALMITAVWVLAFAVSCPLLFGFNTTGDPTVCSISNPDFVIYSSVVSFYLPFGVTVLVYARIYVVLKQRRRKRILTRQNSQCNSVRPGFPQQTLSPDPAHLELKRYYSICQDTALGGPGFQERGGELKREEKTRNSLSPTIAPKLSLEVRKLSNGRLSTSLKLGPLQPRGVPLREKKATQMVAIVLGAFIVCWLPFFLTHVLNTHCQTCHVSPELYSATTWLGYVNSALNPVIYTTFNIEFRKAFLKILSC
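Cells expressing the human receptor were seeded at 1500 cells/well, incubated overnight at 37 degrees C in 5% CO2, then exposed to library compounds with dopamine controls for 90 minutes at 37 degrees C before luminescent detection.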
IL1B secr inh – qHTS for Inhibitors of Inflammasome Signaling: IL-1-beta AlphaLISA Primary Screen; THP-1 LPS/ATP IL-1B secretion, AlphaLISA, 16 h; active compounds read low; activity change, % at 57.5 µM; 4.7% of 360,000 active; in the data active = activity change below about -50%; inconclusive = mostly about -30% to -49%; note: % is set by controls: 0 for no effect and ±100 for the full control effect
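Secreted IL-1B measured by AlphaLISA bead assay after 16 h compound exposure of THP-1 cells; compounds (final up to 57.5 uM) added 1 h before LPS (250 ng/mL) and ATP (1.25 mM) stimulation; lower signal means less secretion.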
KB-V1 MDR tox – qHTS assay for MDR1-selective chemotherapeutics: Primary screen using the drug-selected MDR subline cells KB-V1; 3.4% of 400,000 active; Potency, µM (series often up to 46.1 µM), inactives show top-dose activity change, negative = cytotoxicity, most hits filed as cytotoxic; KB-V1 MDR cells viability, CellTiter-Glo, 72 h; AID 1347076, 2019; note: potency is the fitted concentration of half-maximal effect; % is set by controls: 0 for no effect and ±100 for the full control effect; nearly all actives have a fitted effect of over 60% in size
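Cytotoxicity via CellTiter-Glo luminescence after 72 h compound exposure at 37 degrees C. Cells: drug-selected KB-V1 line, DMEM phenol-red free plus 10% FBS. Compounds tested at multiple concentrations; normalized data fitted to concentration-effect curves.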
SW480 rereplic – A quantitative high throughput screen for small molecules that induce DNA re-replication in SW480 colon adenocarcinoma cells; 1.8% of 340,000 active; AID 624297, 2012; Potency, µM (doses to about 46.1 µM), inactives show at the highest dose re-replication activation, actives largely listed as activators; SW480 DNA re-replication, Hoechst DNA content imaging, 48 h; note: potency is the fitted concentration of half-maximal effect; % of control where 0% means no effect; nearly all actives have a fitted effect of over 55% in size
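Image-based read-out: total Hoechst fluorescence of nuclei (405 nm excitation, 500-530 nm emission), with hits raising the fraction of high-intensity nuclei. SW480 colon cells incubated 48 hr with compounds at 37 C.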
HT1080 IDH1KD tx – qHTS for induction of synthetic lethality in tumor cells producing 2HG: qHTS for the HT-1080-IDH1KD cell line; HT-1080 IDH1 knockdown viability, ATP luminescence, 48 h; 2% of 360,000 active; Potency, µM (doses to about 46.1 µM), without a hit: at the top dose activity, negative = toxicity, hits mostly cytotoxic; AID 686971, 2013;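 note: potency is the fitted concentration of half-maximal effect; 0% = DMSO wells and -100% = cell-free medium wells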
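Cytotoxicity counter-line: IDH1KD HT-1080, 48 h, CellTiter-Glo. Curves classed by r2, magnitude and activity.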
HT1080-NT tox – qHTS for induction of synthetic lethality in tumor cells producing 2HG: qHTS for the HT-1080-NT fibrosarcoma cell line | HT-1080-NT fibrosarcoma viability, CellTiter-Glo ATP luminescence, 48 h | Potency, µM (doses to about 46.1 µM), for inactives: at the highest dose activity, negative = less viability, usual class: cytotoxic | 1.6% of 360,000 active | AID 686970, 2013;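 note: NT is the 2HG producing partner of a matched IDH1 knockdown line; potency is the fitted concentration of half-maximal effect; 0% = DMSO-treated cells and -100% = media-only wells without cells; nearly all actives have a fitted effect of over 55% in size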
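A 48-hour cytotoxicity screen used HT-1080-NT cells plated 2 hours before compound delivery. ATP-based CellTiter-Glo luminescence measured viability, normalized to DMSO and no-cell controls.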
DRD3 agonist – qHTS of D3 Dopamine Receptor Agonist: qHTS; D(3) dopamine receptor (Homo sapiens), P35462; D3R DiscoveRx beta-arrestin cells, luminescence, 90 min; max activation, %; 0.58% of 410,000 active; in the data active = max activation above about 30%; note: 0% is about no effect; mostly tested at two doses, the higher about 12 µM
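Agonist-mode cell screen: cells plated at 1500/well and incubated overnight at 37 °C, then exposed to library compounds for 90 min at 37 °C. Detection reagent was added for 30–60 min at room temperature, and luminescence was read.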
GLP1R ag – qHTS of GLP-1 Receptor Agonists. HEK293 GLP-1R CRE-luciferase, luminescence, 4-6 h; cells express a hypersensitive GLP-1R form. AID 624172, 2012. Glucagon-like peptide 1 receptor (Homo sapiens), P43220. Potency, µM (top dose mostly 45.6 µM), for the others: at the top dose activation, hits mostly activators. 0.007% of 380,000 active; note: potency is the fitted concentration of half-maximal effect; % of control where 0% means no effect
Target sequence (P43220 whole entry, looked up): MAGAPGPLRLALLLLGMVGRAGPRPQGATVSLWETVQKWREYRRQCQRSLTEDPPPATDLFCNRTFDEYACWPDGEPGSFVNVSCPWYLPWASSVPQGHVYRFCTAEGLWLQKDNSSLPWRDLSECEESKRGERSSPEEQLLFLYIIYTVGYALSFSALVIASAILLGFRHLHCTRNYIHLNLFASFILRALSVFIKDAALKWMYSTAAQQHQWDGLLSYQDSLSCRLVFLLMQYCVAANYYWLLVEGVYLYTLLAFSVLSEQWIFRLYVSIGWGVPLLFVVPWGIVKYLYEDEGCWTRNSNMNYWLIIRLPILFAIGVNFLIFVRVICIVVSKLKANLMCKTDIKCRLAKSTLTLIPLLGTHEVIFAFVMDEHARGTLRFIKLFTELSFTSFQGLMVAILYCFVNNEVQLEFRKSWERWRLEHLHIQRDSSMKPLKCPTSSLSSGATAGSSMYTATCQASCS
Numbers without * were called inactive; i = inactive; ? = inconclusive; nt = no result given; [ ] = dose if it differs, or a comment. Unless noted, calls come from the whole dose curve; as a rule, active = well fitted curve in the direction sought with a large enough effect; inconclusive = small, poorly fitted or top-dose-only effect, or another doubt; inactive = no such curve, though single readings can be large; an effect the other way counts as inactive or inconclusive.

SMILES	KB-3-1 cytotox	DRD3 antagonist	IL1B secr inh	KB-V1 MDR tox	SW480 rereplic	HT1080 IDH1KD tx	HT1080-NT tox	DRD3 agonist	GLP1R ag
CCOC(=O)C1CCN(c2ncnc3c2c(-c2ccccc2)cn3-c2ccc(C)cc2)CC1	-1%	2	-3	?	5%	21%	10%	4	2%
Cc1ccc([C@@H]2C[C@H]3[C@@H](CN2S(=O)(=O)c2ccc(Cl)cc2)C(=O)C[C@@H](c2cccc(Cl)c2)N3S(=O)(=O)c2ccc(C)cc2)cc1	-1%	27	-3	4%	nt	1%	2%	1	2%
Cn1c(N2CCCCC2)cc(=O)n(C)c1=O	16%	23	22	19%	0%[9.22 µM]	-18%	9%	7	-8%
CCOC(=O)C1=C(C)Nc2ncnn2C1c1ccc2c(c1)OCO2 (stereo not drawn)	5%	9	10	3%	1%	9%	0%	0	0%
Cc1ccc(C(=O)NCC(=O)N2CCCN(S(=O)(=O)c3ccc(C)cc3)CC2)cc1	10%	-5	0	-16%	16%	1%	-2%	-9	0%
O=C(O)/C(=C/c1ccc(Cl)c([N+](=O)[O-])c1)c1ccc(S(=O)(=O)N2CCCCC2)s1	17%	4	-5	9%	-13%	-2%	-17%	0	8%
CC(=O)c1c(N2CCN(Cc3ccc4c(c3)OCO4)CC2)nc(=S)n(-c2ccccc2)c1C	3%	9	-2	-22%	2%	5%	-2%	-9	5%
COc1ccc(Nc2cccccc2=O)cc1	9%	-8	?	7%	-6%	14%	2%	0	-6%
COc1cc(/C=N/NC(=O)c2ccc(N3CCCC3=O)cc2)ccc1O	?	-18	i	-11%	?	-29%	-17%	-10	4%
Cc1ccc(C(C(=O)NC2CCCC2)N(C(=O)CNC(=O)c2ccco2)c2ccccc2)o1 (stereo not drawn)	-3%	0	-5	?	0%	8%	15%	5	0%
Cc1ccccc1OC(C)C(=O)Nc1ccc(S(=O)(=O)Nc2nccs2)cc1 (stereo not drawn)	-8%	8	-23	-3%	-4%	-4%	-21%	-7	2%
CCc1nc2ccc(C(=O)Nc3cccc(OC)c3)cn2c1N(CC)CCN(C)C	23%	14	-17	-8%	nt	19%	3%	3	-1%
COc1ccccc1C(=O)N(C1=NC(C)CS1)c1ccc(Cl)cc1 (stereo not drawn)	-5%	-17	-81*	14%	?	-24%	-8%	-12	-2%
O=S(=O)(NC1=NCCCCC1)c1ccccc1Cl	?	17	7	-7%	-17%	6%	3%	2	3%
NC(=O)COC(=O)c1ccc(C(=O)C(=O)c2ccccc2)cc1	-6%	-3	3	10%	-3%	-10%	-2%	1	3%
COc1ccc(CNS(=O)(=O)c2cc(-c3cc(C)no3)ccc2C(C)C)cc1	?	-11	22	13µM*	-7%	3.7µM*	?	-8	18%
Cc1nn(C(C)C(=O)Nc2ccc(Cl)cn2)c(C)c1[N+](=O)[O-] (stereo not drawn)	11%	-19	-12	-6%	-5%	-6%	0%	-12	-13%
Brc1ccc(CNc2nc3ccccc3n2CCN2CCCCC2)cc1	-9%	?	?	-1%	9%	?	?	-22	-3%
Cc1ccccc1N1C(=O)C2C3CC(=O)C(c4ccccc43)C2C1=O (stereo not drawn)	-5%	-3	19	-17%	0%	-3%	-7%	-8	0%
O=C(CCN1C(=O)/C(=C/c2cccs2)SC1=S)Nc1cccc(O)c1	?	-2	-82*	36%	0%	-9%	-10%	5	7%
Brc1ccc(-c2csc(-c3c[nH]c4ccccc34)n2)cc1	-4%	38	16	-4%	2%	?	?	3	-17%
CC1(C)CC(=O)CC(=Nc2ccc3[nH]c(=O)[nH]c3c2)C1	5%	3	8	4%	-1%	11%	12%	15	-11%
CCOC(=O)COc1ccc2c(c1)c(C(C)=O)c(C)n2-c1ccccc1	-1%	-10	8	0%	-8%	7%	21%	-6	0%
O=C(CCC1CCCN(c2ncccn2)C1)N1CCN(c2ccccn2)CC1 (stereo not drawn)	-9%	-15	-26	?	-1%	-1%	-3%	-7	2%
CC(=O)N(Cc1ccc(F)cc1)C1=C(NCc2ccccc2)C(=O)c2ccccc2C1=O	?	-19	-93*	-17%	?	5µM*	4.5µM*	-3	-12%
CC(=O)N/N=C(\C)c1ccc2c(c1)OCCO2	?	1	7	23µM*	-7%	0%	0%	-9	2%
COc1ccccc1NC(=O)Cn1ncc2c1-c1ccccc1OC2	9%	-17	-22	-4%	-4%	2%	-3%	1	3%
CC(C)=CCCC(C)CN1CCC(N2CCC(C(=O)NC(C)C)CC2)CC1 (stereo not drawn)	-17%	-9	-25	?	?	-8%	-3%	-6	-3%
Cc1ccccc1CSc1nnc(C)c(=O)n1N	-1%	11	1	-7%	0%	3%	15%	4	-1%
O=C(CSc1cn(CCNC(=O)c2cccs2)c2ccccc12)NC1CCCC1	-5%	11	-7	14%	-5%	0%	-1%	-1	-3%

Single records (already shown):
Entry for COc1ccc(Nc2cccccc2=O)cc1 → KB-3-1 cytotox: 9%; DRD3 antagonist: -8; IL1B secr inh: ?; KB-V1 MDR tox: 7%; SW480 rereplic: -6%; HT1080 IDH1KD tx: 14%; HT1080-NT tox: 2%; DRD3 agonist: 0; GLP1R ag: -6%
Entry for CC1(C)CC(=O)CC(=Nc2ccc3[nH]c(=O)[nH]c3c2)C1 → KB-3-1 cytotox: 5%; DRD3 antagonist: 3; IL1B secr inh: 8; KB-V1 MDR tox: 4%; SW480 rereplic: -1%; HT1080 IDH1KD tx: 11%; HT1080-NT tox: 12%; DRD3 agonist: 15; GLP1R ag: -11%

The results go on.
SMILES	KB-3-1 cytotox	DRD3 antagonist	IL1B secr inh	KB-V1 MDR tox	SW480 rereplic	HT1080 IDH1KD tx	HT1080-NT tox	DRD3 agonist	GLP1R ag
CC1C=CCC2C(=O)N(c3ccc(Cl)cc3O)C(=O)C12 (stereo not drawn)	8%	-11	-5	7%	17%	14%	12%	-4	0%
COc1ccc(OC)c(-c2csc(NC(=O)C3=COCCO3)n2)c1	11%	10	-12	-11%	2%	-2%	0%	5	21%
Cn1nccc1C(=O)Nn1cnnc1	2%	21	34	26%	-3%	20%	25%	3	-1%
Cc1nnc(N2C(=O)c3cccc4c([N+](=O)[O-])ccc(c34)C2=O)s1	-13%	0	-95*	-12%	?	?	?	-5	-12%
COc1ccc(CC(=O)O/N=C(\N)c2ccncc2)cc1	-5%	0	18	-4%	5%	-5%	5%	-1	15%
CC(=O)c1cc(CN2CCN(Cc3ccccc3)C(CCO)C2)cs1 (stereo not drawn)	3%	-22	-13	-3%	3%	-1%	2%	-23	-4%
COc1cccc(NC(=O)c2cc([N+](=O)[O-])ccc2N2CCN(C)CC2)c1	18%	-4	-13	-3%	3%	-14%	-5%	1	30%
Cc1ccccc1N=C1SC(CC(=O)Nc2ccc3ccccc3c2)C(=O)N1Cc1ccccn1 (stereo not drawn)	?	?	?	21µM*	?	-3%	?	-2	1%
CCOC(=O)N1CCC(n2c(SCC(=O)Nc3nccs3)nc3ccsc3c2=O)CC1	0%	18	-5	?	?	3%	15%	4	3%
CCCCCCn1cnc2c(oc3nc4c(cc32)CCCC4)c1=O	-2%	-10	-29	?	1%	2%	-3%	3	-5%
Cn1c(CN2CCOCC2)c(C#N)c2ccccc21	2%	-19	-11	7%	-4%	-5%	0%[9.24 µM]	1	3%
CCN1CCN(C(=O)c2ccc(CS(=O)(=O)Cc3ccccc3F)o2)CC1	1%	-6	-4	7%	-21%	11%	-2%	-5	12%
CCOC(=O)C(C)(C)C(=O)C(C)(C)C(O)c1ccccn1 (stereo not drawn)	4%	16	9	0%	-9%	5%	8%	1	-17%
COC(C[C@H](O)[C@@H](C)[C@@H](O)COCc1ccccc1)OC	-4%	18	0	-16%	4%	-1%	4%	-33	0%
COc1ccc(CNC(=O)c2cc3c(C)nc4ccccc4c3o2)c(OC)c1	?	1	45	12µM*	3%	?	-6%	14	0%
CC(=O)NCC(=O)NNC1CC(=O)N(c2cccc(Cl)c2)C1=O (stereo not drawn)	1%	13	18	8%	-7%	0%	0%	-13	-3%
O=C(NNC(=O)c1cccs1)c1ccc(Br)cc1	5%	-20	-12	23%	16%	23%	11%	-11	4%
COc1ccc(COc2ccccc2C(N)=O)cc1F	-1%	-19	16	7%	-7%	0%	-1%	6	12%
CCOC(=O)c1c(C)c(C(=O)Nc2ccc3c(c2)OCO3)c(C)n1C	1%	-17	0	?	0%	3%	16%	6	8%
CCn1c(O)c(N=NC(=O)c2ccc(CSc3nncn3C)cc2)c2ccccc21	15%	8	0	?	-10%	1%	-7%	-8	13%
Cc1ccc(S(=O)(=O)N2CCC(C(=O)Nc3ccccc3N3CCCC3)CC2)cc1C	-23%	-8	-2	?	0%	0%	0%	-6	-4%
COc1ccccc1Oc1c(C)oc2c(CN3CCN(CCO)CC3)c(O)ccc2c1=O	25%	2	-6	10%	-2%	-9%	1%	-4	-2%
CCN(CC)CCNS(=O)(=O)c1ccc(Cl)cc1	7%	-21	6	9%	-2%	-1%	-2%	-2	-3%
COc1ccc(S(=O)(=O)N(C)C)cc1NC(=O)CN1CCN(C(=O)C2CC2)CC1	?	-4	12	0%	1%	-19%	-15%	-3	9%
Cc1c(NS(=O)(=O)c2cccc(C(=O)NCc3ccc(Cl)cc3)c2)c(=O)n(-c2ccccc2)n1C	?	-2	24	2%	0%	-2%	-16%	3	-1%
COc1ccc(NS(=O)(=O)c2ccc3nc(COc4ccc(C#N)cc4)[nH]c3c2)cc1	?	3	?	-10%	-68%[inhibitor]	-12%	-14%	5	-2%

Source: PubChem BioAssay (National Center for Advancing Translational Sciences (NCATS))
